GPR55 beta-arrestin: GPR55 agonists via beta-arrestin recruitment, primary screen, imaging, U2OS cells, beta-arrestin-GFP redistribution (AID 1961); one-dose activation, % at 10 µM; EC50 in µM for titrated hits; 0.048% of 290,000 active; U2OS GPR55 beta-arrestin-GFP redistribution imaging; higher % means a stronger effect;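 active = activation above 40% with more than 50 cells counted in the well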;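 also: U2OS osteosarcoma cells stably expressing GPR55 and beta-arrestin-GFP; plate controls were DMSO negative control for no effect and LPI positive control for full effect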
AID2073: inhibitors of Mint1-CaV2.2 protein interaction, biochemical, HTRF (AID 2073); HTRF protein-protein interaction, Mint1-CaV2.2; higher % means a stronger effect; one-dose inhibition, % at 20 µM; IC50 in µM for titrated hits; 0.19% of 290,000 active; in the data active = inhibition mostly above about 51%, no sharp cut-off; also: some results filed as inactive read as strong as hits
NTR1 agonist: agonists of NTR1, primary screen, imaging, U2OS cells, beta-arrestin-GFP, high content (AID 493036). NTR1-U2OS beta-arrestin-GFP spot imaging, agonist mode. activation, % at 20 µM. 0.17% of 330,000 active;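 active = activation at or above 40% of the spot to cytoplasm intensity ratio, with at least 20 cells analyzed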;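 also: 0% = DMSO without peptide and 100% = 100 nM NTR1 peptide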
Target sequence (P30989 whole entry, looked up): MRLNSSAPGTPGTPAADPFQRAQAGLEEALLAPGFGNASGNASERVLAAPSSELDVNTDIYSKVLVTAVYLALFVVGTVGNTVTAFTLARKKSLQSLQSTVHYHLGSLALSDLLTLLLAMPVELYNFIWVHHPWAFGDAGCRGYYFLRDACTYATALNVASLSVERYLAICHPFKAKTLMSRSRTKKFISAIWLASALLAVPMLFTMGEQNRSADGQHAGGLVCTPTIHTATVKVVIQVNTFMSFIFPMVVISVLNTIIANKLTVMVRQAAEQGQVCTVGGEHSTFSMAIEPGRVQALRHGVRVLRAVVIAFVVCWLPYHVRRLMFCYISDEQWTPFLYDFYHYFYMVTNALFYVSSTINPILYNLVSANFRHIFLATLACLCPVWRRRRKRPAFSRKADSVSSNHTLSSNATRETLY
SIAH1 antagonists: Siah-1 peptide-binding antagonists, primary screen, biochemical, fluorescence polarization, rhodamine-plectin, uHTS (AID 1817); Siah-1 / rhodamine-plectin peptide fluorescence polarization; higher % means a stronger effect; displacement, % at 20 µM; hits with a dose series show IC50 in µM; 0.02% of 290,000 active;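 active = displacement of at least 50% at 20 µM, with a fluorescence ratio check between 0.3 and a set limit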;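 also: plate controls were Siah plus tracer with DMSO for no effect and tracer alone without Siah for full effect; strong numbers were not always called active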
UTI89 phage lysis: inhibition of K1F phage lysis, E. coli UTI89, bacterial capsule biogenesis inhibitors, alamar blue (AID 488966). E. coli UTI89 K1F phage lysis, alamar blue, 2 h; higher % means a stronger effect. inhibition, % at 100 µM, or IC50 in µM where a hit was titrated. 0.02% of 340,000 active;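 active = phage lysis inhibition, versus mean bacterial control, above a set limit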;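 also: capsule biogenesis inhibitors block K1F phage lysis so surviving cells raise fluorescence; higher fluorescence means more inhibition of phage lysis; actives were called in the ten point dose series up to 300 µM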
Dengue-2 NS5 capping: Dengue-2 NS5 methyltransferase inhibitors, primary screen, biochemical, confirmation dose response (AID 588689); Dengue-2 NS5 methyltransferase capping enzyme assay, biochemical; higher % means a stronger effect; inhibition, % at 25 µM, or IC50 in µM where a hit was titrated; 0.3% of 340,000 active; in the data active = a potency from the dose series
GPR55 LPI antagonism: inhibition of LPI-stimulated GPR55 beta-arrestin translocation – imaging, U2OS, beta-arrestin-GFP, LPI agonist, primary screen (AID 2013); 0.13% of 290,000 active; U2OS GPR55 beta-arrestin-GFP translocation imaging, LPI antagonism; higher % means a stronger effect; inhibition, % at 10 µM; hits with a dose series show IC50 in µM;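 active = spots per cell inhibited over 60%, with over 100 cells counted and total cytoplasm intensity under 500,000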;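 also: U2OS cells stably carrying GPR55 and arrestin-GFP stimulated by 5 µM LPI near EC80; imaged beta-arrestin-GFP aggregate spots per cell after agonist stimulation; plate controls were LPI-stimulated DMSO wells for no effect and DMSO wells without LPI for full effect; some results filed as inactive read as strong as hits; confirmed hits need IC50 under 10 µM and bright autofluorescent wells are also inconclusive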
HIV fusion peptide: cell-free HIV fusion peptide-binding blockers – biochemical, uHTS, fluorescence dequenching, primary screen (AID 1986); cell-free peptide binding, fluorescence dequenching, 30 min; higher % means a stronger effect; inhibition, % at 20 µM; hits with a dose series show IC50 in µM; 0.3% of 290,000 active; in the data active = inhibition mostly above about 52%, no sharp cut-off; inactive = mostly below about 76%; also: some results filed as inactive read as strong as hits
GPR35 antagonists: GPR35 antagonists blocking zaprinast-driven arrestin recruitment, primary screen, imaging, U2OS, beta-arrestin-GFP, zaprinast agonist (AID 2058); U2OS GPR35 beta-arrestin-GFP translocation imaging, zaprinast antagonism; higher % means a stronger effect; one-dose inhibition, % at 10 µM; IC50 in µM for titrated hits; 0.052% of 290,000 active;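 active = inhibition of at least 50% with at least 30 cells and total cytoplasm GFP at most 10,000,000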
NTR1 agonist cell count 20 µM: recorded beside NTR1 agonist, whose call it bears; cell count; measured here: cell count, cytotoxicity flag
Dengue-2 NS5 capping pilot replicate: also measured in Dengue-2 NS5 capping; calls as there; inhibition, %; measured here: pilot screen replicate inhibition
* marks the source's active call; other numbers are inactive results; / = no result given; [ ] = dose if it differs, or a comment. An unsorted share of the library (roughly 1.2% active in at least one column).

SMILES	GPR55 beta-arrestin	AID2073	NTR1 agonist	NTR1 agonist cell count 20 µM	SIAH1 antagonists	UTI89 phage lysis	Dengue-2 NS5 capping	GPR55 LPI antagonism	HIV fusion peptide	GPR35 antagonists	others
CN(C)CCCNc1oc(-c2ccccc2)nc1C#N	0.4%	30%	-0.5	38	0%	0.5%	3%	8%	-0.6%	-1%
Cc1ccc(/C=C/C(=O)Nc2cccnc2)o1	-0.2%	12%	0.5	30	-2%	0.5%[50 µM]	5%	-1%	6.8%	1%
COc1ccc(/C(O)=C2/C(=O)C(=O)N(CCN(C)C)C2c2ccc(C)cc2)cc1Cl (configuration not stated)	-0.1%	11%	-0.9	91	3%	1.2%	2%	-8%	-0.8%	-16%
COCCNC(=O)c1cc2nc(-c3ccc(F)cc3)cc(C(F)(F)F)n2n1	0.2%	12%	-0.6	58	4%	0.2%	2%	12%	0.5%	13%
O=C(Nc1ccccc1)Nc1ccccc1-n1ccnc1	-0.1%	1%	1.6	93	0%	-0.1%	-12%	0%	0.5%	5%
O=C(Nc1nc2n(n1)C(c1ccc(F)cc1)CC(c1ccccc1)N2)c1ccco1 (configuration not stated)	-0.1%	15%	0.6	46	-3%	0.1%	-4%	5%	-1.4%	9%
O=C(Cn1cnc2ccccc2c1=O)Nc1ccc(S(=O)(=O)N2CCCC2)cc1	0.1%	-2%	-0.7	27	3%	0.8%	7%	2%	-1.1%	-17%
C=CCn1c(NCc2c[nH]c3ccccc23)nc2ccccc21	-0.5%	-6%	2.0	33	-6%	-0.1%	1%	0%	-1.3%	4%
c1ccc(Cn2c(Sc3nnnn3-c3ccccc3)nnc2-c2ccccc2)cc1	-0.1%	-6%	1.0	52	-2%	-0.2%	1%	-1%	-2.6%	9%
O=C(NNC1=NCCC1)c1cccc(Br)c1	-0.1%	27%	0.6	87	2%	-0.1%	-5%	-1%	1.7%	0%
Cc1nc(NCc2cccnc2)c2c3c(sc2n1)CCCC3	-0.1%	-3%	5.4	100	3%	/	/	12%	0.3%	6%
Cc1ccc(C)c(NC(=O)C(=O)NCCc2c[nH]c3ccccc23)c1	-0.4%	-4%	2.5	48	0%	0.3%	-1%	5%	-0.7%	3%
S=C1NCCNC(=S)NCCOCCOCCOCCN1	0.6%	-8%	1.9	49	1%	-0.8%	2%	-2%	-0.9%	-16%
CCc1cc(=O)oc2c(C)c(OCC(=O)NCCCN3CCOCC3)ccc12	0.3%	4%	2.4	70	0%	0.2%	9%	1%	0.3%	22%
CCCCn1c(N)c(N(CC)C(=O)c2ccc([N+](=O)[O-])c(C)c2)c(=O)[nH]c1=O	0.3%	9%	0.1	38	-2%	0.1%	-2%	-9%	-2.0%	6%
Cc1ccc(S(=O)(=O)NCC2CCC(C(=O)N3CCN(C)CC3)CC2)cc1 (configuration not stated)	0.3%	2%	-0.5	50	2%	0.3%	-6%	-7%	0.1%	-1%
O=C(NCCCn1ccnc1)/C(=C\c1cccnc1)NC(=O)c1ccccc1Br	-0.3%	8%	3.3	88	0%	1.6%[50 µM]	-1%	-2%	13%	-13%
Cc1cccc(C(=O)NCCc2ccc(S(N)(=O)=O)cc2)c1[N+](=O)[O-]	0.1%	1%	0.2	33	6%	4.3%	-1%	8%	-0.9%	/
Cc1ccc(NC(=O)CN2C(=O)N/C(=C/c3ccco3)C2=O)cc1	-0.1%	42%	-1.0	46	-4%	-0.2%	13%	-10%	50%	-8%
CCc1ccc(-c2cc(C)no2)cc1S(=O)(=O)NCCCN1CCN(c2ccccc2)CC1	0.3%	-4%	6.7	82	-2%	0.4%	2%	8%	0.3%	-8%
COc1ccccc1/C(O)=C(\C#N)c1nc2ccccc2[nH]1	0.0%	1%	0.9	74	-6%	2.4%	-11%	8%	-2.3%	-1%
CN(Cc1n[nH]c(=S)n1C)S(=O)(=O)c1ccccc1	-0.1%	-30%	-1.2	51	0%	-0.1%	-3%	7%	-1.4%	1%
CN1CCOc2ccc(S(=O)(=O)NCCc3ccc(Cl)cc3)cc21	1.1%	5%	1.0	57	-3%	0.1%	-5%	2%	0.3%	2%
CCOc1ccc(C(C)=O)cc1CN1C(=O)NC(C)(C2CC2)C1=O (configuration not stated)	-0.3%	9%	-0.1	56	6%	0.2%	-5%	16%	-1.5%	-1%
COc1ccc(-c2nc(-c3ccncc3)no2)cc1	-0.1%	19%	/	/	-2%	3.0%[50 µM]	-6%	-6%	-0.8%	13%
CCS(=O)(=O)N1CCN(c2ccccc2F)CC1	-0.2%	-4%	1.5	90	3%	0.1%	-7%	4%	-1.4%	-1%
Nc1nc(Cl)cc(Nc2ccccc2Cl)n1	0.0%	12%	0.8	86	2%	0.1%	3%	4%	1.0%	-4%
COc1ccc(-c2nc(N)n(S(=O)(=O)c3ccc(C)cc3)n2)cc1	-0.2%	13%	-1.7	26	6%	-1.2%	-3%	1%	-0.7%	-4%
O=C(CSc1nc2ccccc2n1Cc1ccccc1Cl)N/N=C/c1ccccc1C(=O)O	0.0%	18%	-0.2	68	-2%	-0.1%	8%	0%	15%	2%
CC(=O)NC1C(=O)N(Cc2ccccc2)c2ccc(Br)cc21 (configuration not stated)	-0.1%	0%	8.9	67	8%	1.1%	2%	0%	-0.9%	-5%
O=C(CN(c1ccccc1Cl)S(=O)(=O)c1ccccc1)NCc1ccccc1	0.0%	4%	0.6	57	-1%	0.2%[50 µM]	-3%	14%	0.2%	3%
O=C(Nc1ccc(Cl)cc1F)c1cc(S(=O)(=O)N2CCCCC2)ccc1F	-0.1%	17%	-0.6	56	-1%	0.2%	-7%	-8%	0.7%	-5%
CSCCC(NS(=O)(=O)c1ccccc1F)C(=O)OCc1ccccc1Cl (configuration not stated)	0.2%	-3%	5.8	44	-5%	0.3%	4%	-3%	4.2%	-9%
CCn1ccc(-c2ccccc2)c(C#N)c1=O	0.3%	1%	1.1	34	0%	0.3%	-5%	8%	1.0%	10%
O=C(O)CCN1C(=O)/C(=C\c2ccc(-c3nc4ccccc4s3)o2)SC1=S	0.0%	12%	-0.5	52	6%	-0.3%	-1%	15%	74%*	5%
COC(=O)N/N=C/c1cc(C)n(-c2cccc3ccccc23)c1C	0.1%	-8%	0.0	47	-1%	0.3%	2%	2%	3.0%	5%
S=c1[nH]nc(-c2cc(-c3ccsc3)n[nH]2)n1-c1cccc2ccccc12	0.1%	12%	0.5	84	9%	-0.3%	17%	16%	11%	14%
Cc1c(NS(=O)(=O)c2cc(NC(=O)CCN3CCCC(C)C3)ccc2Cl)c(=O)n(-c2ccccc2)n1C (configuration not stated)	-0.5%	6%	-0.8	57	12%	0.0%	-3%	6%	1.0%	2%
C=CCN1CN(S(=O)(=O)c2ccc(OC)cc2)c2nc3ccccc3nc21	-0.1%	13%	0.8	65	4%	0.2%	-9%	6%	2.7%	6%
CCc1ccc(NC(=O)CSc2nnc(C3CC3)n2CC2CCCO2)cc1 (configuration not stated)	0.6%	4%	1.4	54	8%	0.4%	6%	4%	0.8%	3%
CCOC(=O)C1CCc2nc3ccccc3c(=O)n21 (configuration not stated)	0.0%	5%	-1.0	45	6%	0.2%	2%	6%	-1.9%	-28%
Cc1ccc(CCNC(=O)c2nc(CS(=O)(=O)c3ccc(Cl)cc3)no2)cc1	0.1%	3%	1.6	59	-5%	1.4%	7%	13%	-2.4%	10%
O=C(N/N=C/C1CCCCC1)c1cc(Cl)ccc1O	0.0%	5%	0.0	54	-4%	0.4%	5%	3%	35%	0%
CC(NC(=O)c1ccco1)c1cccc2ccccc12 (configuration not stated)	0.8%	-2%	2.0	73	0%	0.8%	-3%	-2%	-2.8%	-1%	Dengue-2 NS5 capping pilot replicate=-1.2
COc1ccc(-c2cc3nc(C)cc(-c4ccc(OC)cc4)n3n2)cc1	-0.2%	38%	3.2	37	-2%	0.6%	4%	-5%	1.6%	13%
CCOc1cc2[nH]c(=S)n(C3CC3)c(=O)c2cc1OCC	-0.2%	-43%	2.0	56	0%	-0.1%	-9%	6%	0.3%	-6%
O=C(O)CCC(=O)NNC(=O)CCCOc1ccc(Cl)cc1Cl	-0.1%	-4%	0.3	54	2%	4.2%[50 µM]	-9%	2%	-0.8%	-16%
O=C(NCCc1ccccc1)C(=O)NC1CCCCC1	0.0%	-2%	0.4	36	-1%	2.9%	-4%	7%	1.3%	-7%

Among those listed so far, seven have an NH in an aromatic ring:
SMILES	GPR55 beta-arrestin	AID2073	NTR1 agonist	NTR1 agonist cell count 20 µM	SIAH1 antagonists	UTI89 phage lysis	Dengue-2 NS5 capping	GPR55 LPI antagonism	HIV fusion peptide	GPR35 antagonists	others
C=CCn1c(NCc2c[nH]c3ccccc23)nc2ccccc21	-0.5%	-6%	2.0	33	-6%	-0.1%	1%	0%	-1.3%	4%
Cc1ccc(C)c(NC(=O)C(=O)NCCc2c[nH]c3ccccc23)c1	-0.4%	-4%	2.5	48	0%	0.3%	-1%	5%	-0.7%	3%
CCCCn1c(N)c(N(CC)C(=O)c2ccc([N+](=O)[O-])c(C)c2)c(=O)[nH]c1=O	0.3%	9%	0.1	38	-2%	0.1%	-2%	-9%	-2.0%	6%
COc1ccccc1/C(O)=C(\C#N)c1nc2ccccc2[nH]1	0.0%	1%	0.9	74	-6%	2.4%	-11%	8%	-2.3%	-1%
CN(Cc1n[nH]c(=S)n1C)S(=O)(=O)c1ccccc1	-0.1%	-30%	-1.2	51	0%	-0.1%	-3%	7%	-1.4%	1%
S=c1[nH]nc(-c2cc(-c3ccsc3)n[nH]2)n1-c1cccc2ccccc12	0.1%	12%	0.5	84	9%	-0.3%	17%	16%	11%	14%
CCOc1cc2[nH]c(=S)n(C3CC3)c(=O)c2cc1OCC	-0.2%	-43%	2.0	56	0%	-0.1%	-9%	6%	0.3%	-6%

(next part)
SMILES	GPR55 beta-arrestin	AID2073	NTR1 agonist	NTR1 agonist cell count 20 µM	SIAH1 antagonists	UTI89 phage lysis	Dengue-2 NS5 capping	GPR55 LPI antagonism	HIV fusion peptide	GPR35 antagonists	others
O=C(N/N=C/c1cccnc1)c1ccco1	-0.1%	3%	0.8	54	-1%	-0.8%	-7%	7%	1.1%	-2%
OCCN1CCOCCN(CCO)CCOCC1	0.3%	-6%	0.1	61	1%	1.4%	-9%	-12%	-1.9%	8%
COc1cc(C(=O)N2CCN(C(=O)c3ccco3)CC2)c([N+](=O)[O-])cc1OC	0.5%	5%	0.5	40	3%	-0.2%	-2%	7%	-1.0%	-1%
COC(=O)CCCC(=O)Nc1c(F)c(F)c(F)c(F)c1F	-0.1%	-2%	0.9	69	1%	0.3%	3%	-2%	2.2%	11%

Bioassay records from PubChem.
